# LYP inhibition = inhibitors of LYP phosphatase, biochemical, fluorescence intensity, uHTS (AID 1779); recombinant LYP phosphatase, fluorescence intensity; higher % means a stronger effect; inhibition, % at 11.5 µM, or IC50 in µM where a hit was titrated; 0.054% of 290,000 active; in the data active means inhibition above about 50%;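 further: plate controls were vehicle with enzyme for no effect and no enzyme for full effect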
# Autophagy HCS = modulators of autophagy | AID 463193 | 0.98% of 190,000 active | MEF GFP-LC3 puncta imaging; test concentration mostly 10 µM | calls only at 10 µM (by protocol);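 active means percentage of spot-positive cells more than 3 SD above its plate mean, without a fluorescence outlier flag or 80% toxicity; inconclusive means no clear call, values can overlap the other calls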;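 further: spot-positive cell cutoff set from DMSO-treated cells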
# RSV CPE inhibition = RSV antiviral activity via CPE protection, HEp-2 cells, primary 10 µM value included (AID 2391); one-dose CPE inhibition, % at 10 µM; IC50 in µM for titrated hits; 0.13% of 310,000 active; HEp-2 cells, RSV-induced CPE inhibition; higher % means a stronger effect; in the data active means a potency from the dose series; inconclusive means CPE inhibition mostly from about 23% at the one dose, without a potency; inactive means the rest, 99 in 100 with CPE inhibition below about 21%; further: strong numbers were not always called active
# NTR1 agonist = NTR1-driven beta-arrestin-GFP spot formation – imaging, U2OS cells, high content, primary screen (AID 493036); activation, % at 20 µM; agonist mode; 0.17% of 330,000 active; P30989;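 active means activation at or above 40% of the spot to cytoplasm intensity ratio, with at least 20 cells analyzed; inconclusive means wells under 20 cells, flagged as cytotoxic or low count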;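 further: 0% = DMSO without peptide and 100% = 100 nM NTR1 peptide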
# Target sequence (P30989 whole entry, looked up): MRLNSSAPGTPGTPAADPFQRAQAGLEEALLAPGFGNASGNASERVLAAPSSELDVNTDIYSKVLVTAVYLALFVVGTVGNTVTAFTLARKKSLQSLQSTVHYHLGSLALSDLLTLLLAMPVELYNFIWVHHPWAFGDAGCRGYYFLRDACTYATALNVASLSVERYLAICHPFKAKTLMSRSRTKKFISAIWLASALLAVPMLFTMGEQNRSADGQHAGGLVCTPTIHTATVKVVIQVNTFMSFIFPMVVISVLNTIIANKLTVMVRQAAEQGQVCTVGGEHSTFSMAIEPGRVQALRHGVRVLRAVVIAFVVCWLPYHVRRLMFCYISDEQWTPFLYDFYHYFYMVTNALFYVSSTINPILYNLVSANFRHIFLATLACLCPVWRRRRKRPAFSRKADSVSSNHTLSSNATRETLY
# WT yeast gro inh = growth inhibition of WT yeast, mitochondrial fusion screen; mitochondrial fusion phenotypic screen, WT strain; inhibition, % at 10 µM; 2.1% of 190,000 active; AID 1362; in the data active means inhibition above about 58%; tested in S. cerevisiae
# UTI89 phage lysis = protection from phage-mediated lysis, alamar blue read-out – E. coli UTI89, K1F phage, bacterial capsule biogenesis inhibitors (AID 488966); E. coli UTI89 K1F phage lysis, alamar blue, 2 h; higher % means a stronger effect; inhibition, % at 100 µM, or IC50 in µM where a hit was titrated; 0.02% of 340,000 active;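 active means phage lysis inhibition, versus mean bacterial control, above a set limit; inconclusive means no clear call, values can overlap the other calls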;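 further: capsule biogenesis inhibitors block K1F phage lysis so surviving cells raise fluorescence; higher fluorescence means more inhibition of phage lysis; actives were called in the ten point dose series up to 300 µM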
# NS5 inhibitors = Dengue-2 NS5 methyltransferase inhibitors, primary screen, biochemical, confirmation dose response (AID 588689); Dengue-2 NS5 methyltransferase capping enzyme assay, biochemical; higher % means a stronger effect; inhibition, % at 25 µM; hits with a dose series show IC50 in µM; 0.3% of 340,000 active; in the data active means a potency from the dose series; inconclusive means inhibition above about 29% without an active follow-up result
# AID2073 = disruptors of CaV2.2 binding to Mint1 – biochemical, HTRF (AID 2073); HTRF protein-protein interaction, Mint1-CaV2.2; higher % means a stronger effect; one-dose inhibition, % at 20 µM; IC50 in µM for titrated hits; 0.19% of 290,000 active; in the data active means inhibition mostly above about 51%, no sharp cut-off; inconclusive means no clear call, values can overlap the other calls; inactive means mostly below about 53%; further: some results filed as inactive read as strong as hits
# GPR35 antagonists = inhibition of zaprinast-stimulated GPR35 beta-arrestin translocation – imaging, U2OS, beta-arrestin-GFP, zaprinast agonist, primary screen (AID 2058). U2OS GPR35 beta-arrestin-GFP translocation imaging, zaprinast antagonism; higher % means a stronger effect. inhibition, % at 10 µM; hits with a dose series show IC50 in µM. 0.052% of 290,000 active;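 active means inhibition of at least 50% with at least 30 cells and total cytoplasm GFP at most 10,000,000; inconclusive means under 30 cells or total GFP of 10,000,000 plus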
# WT yeast gro inh mutant strain = also measured in WT yeast gro inh; calls as there; inhibition, %; mitochondrial fusion phenotypic screen, mutant strain inhibition
# Autophagy HCS cell loss 18 h = further read-out of Autophagy HCS, marked with its call; toxicity, %; measured here: cell loss, nuclei count;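 cell loss after 18 h compound exposure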
# NTR1 agonist cell count 20 µM = also measured in NTR1 agonist; calls as there; cell count; measured here: cell count, cytotoxicity flag
# NS5 inhibitors pilot replicate = also measured in NS5 inhibitors; calls as there; inhibition, %; measured here: pilot screen replicate inhibition
# An asterisk follows results filed as active; i = inactive; ? = inconclusive; . = not tested or not shown; [ ] = another dose, or the depositor's remark.
SMILES,LYP inhibition,Autophagy HCS,Autophagy HCS cell loss 18 h,RSV CPE inhibition,NTR1 agonist,NTR1 agonist cell count 20 µM,WT yeast gro inh,WT yeast gro inh mutant strain,UTI89 phage lysis,NS5 inhibitors,AID2073,GPR35 antagonists,others
COc1ccc(NC(=O)C2CCCN(c3cc(C)nc4ncnn34)C2)cc1 (stereo not given),-6%,i,-6,16%,1.0,64,-6,-24,0.3%,-4%,3%,-1%,
COc1ccc(N(CC(=O)Nc2cc(Cl)ccc2OC)S(=O)(=O)c2c(C)[nH]c(=O)[nH]c2=O)cc1,0%,.,.,2.4%,0.8,54,.,.,0.5%,-8%,34%,0%,
O=C(Oc1cccnc1)c1cc(S(=O)(=O)N2CCOCC2)ccc1Cl,-10%,i,-1,0.7%,0.0,53,-37,2,4.7%,-17%,-1%,11%,
CN1C(c2ccc(F)cc2)=CS/C1=C(\C#N)c1nnc2n1-c1ccccc1SC2,6%,i,-16,?,1.6,64,15,-4,1.0%,-3%,2%,-4%,
CC1(c2ccccc2)NC(=O)N(CC(=O)Nc2ccccc2C(=O)NC2CC2)C1=O (stereo not given),-7%,.,.,1.6%,0.8,63,.,.,0.3%,1%,4%,8%,
Cc1ccc(NC(=O)CSc2nnc(C3CC3)n2CC2CCCO2)c(C)c1 (stereo not given),-7%,.,.,1.4%,1.3,50,.,.,-0.1%,-4%,8%,8%,
C=CCc1cc(C)cc(C)c1OCCn1cncn1,3%,i,3,1.8%,-0.4,57,-8,1,4.7%,-4%,-2%,1%,
CCCc1cc(=O)[nH]c(SCC(=O)Nc2ccc(OCc3ccccc3)cc2)n1,.,.,.,1.2%,2.0,50,.,.,0.5%[50 µM],-1%,.,.,
COc1cc(OC)cc(C(=O)N2CCC(C(=O)NCCc3ccccc3)CC2)c1,-2%,.,.,1.9%,-1.3,53,.,.,0.4%,3%,-6%,-1%,
Cc1nn(Cc2ccccc2Cl)c(C)c1C(=O)NCCN1C(=O)S/C(=C\c2ccccc2)C1=O,-4%,i,10,-2.2%,1.2,66,-30,-19,0.1%,-4%,49%,-4%,
O=C(OCn1nnc2ccccc2c1=O)c1cccs1,-2%,i,-12,2.2%,-1.1,93,3,-4,0.3%,-2%,9%,-15%,
COc1ccc(N(CC(=O)Nc2cccc([N+](=O)[O-])c2C)S(C)(=O)=O)cc1OC,-4%,i,16,-0.1%,0.4,47,2,11,4.0%,4%,-1%,-13%,
O=C(Nc1ccccc1)Nc1nc(-c2ccc(Cl)cc2)cs1,-6%,i,-14,0.9%,-0.2,52,-4,10,1.8%[50 µM],1%,5%,-7%,
O=C(NC(=S)Nc1ccc(CN2CCOCC2)cc1)c1cccc(F)c1,-11%,.,.,.,-0.8,58,.,.,1.0%[50 µM],-3%,17%,-9%,
CCOc1ccc(-n2c(SCC(=O)NC(C)CC)nc3n[nH]c(C)c3c2=N)cc1 (stereo not given),-8%,i,14,5.6%,2.4,52,0,-18,0.2%,2%,0%,-5%,
COC(=O)c1ccc(NC(=O)CNC(=O)c2sc3ccccc3c2Cl)cc1,.,.,.,-1.2%,0.8,45,.,.,0.0%[50 µM],-5%,.,.,
Cc1ccc(S(=O)(=O)NC(CC(=O)O)c2ccco2)cc1 (stereo not given),-5%,i,-3,1.8%,-0.5,62,-13,-21,1.5%,2%,12%,-12%,
COc1ccccc1C1=NOC(C(=O)N2CCN(C(=O)c3ccco3)CC2)C1 (stereo not given),-9%,.,.,2.8%,-0.7,53,.,.,1.1%,-2%,-3%,4%,
O=C(c1ccc(S(=O)(=O)N2CCOCC2)cc1)N1CCN(C2=NS(=O)(=O)c3ccccc32)CC1,-3%,i,-12,-1.6%,-0.6,69,-14,-9,4.9%,2%,-2%,-2%,
O=C(Nc1nc2ccc(S(=O)(=O)N3CCCC3)cc2s1)c1ccco1,6%,i,8,0.9%,0.0,59,-4,7,0.3%,0%,18%,-1%,
COc1ccc(CCNC(=S)NCc2cccs2)cc1OC,-3%,i,-2,0.4%,0.5,52,14,-1,-0.2%,-14%,-9%,-24%,
Cc1cc(C)c(C(=O)Cn2nc(C(=O)O)c3ccccc3c2=O)cc1C,-2%,.,.,0.9%,3.0,64,.,.,0.1%,-2%,-4%,4%,
COc1ccc(C(O)c2nccc3cc(OC)c(OC)cc23)cc1OC (stereo not given),-6%,i,22,9.5%,-0.4,59,1,1,0.2%,1%,-10%,-1%,
Cc1cc(C)c(C#N)c(SCc2ccccc2C)n1,-2%,i,13,5.2%,2.9,64,34,1,2.2%,-4%,-5%,1%,
COc1ccc(N2C(=O)/C(=C/N(C)C)NC2=S)cc1,2%,i,32,1.1%,-0.5,77,-4,-3,-1.2%,-6%,-20%,-2%,
CCc1cccc(C)c1NC(=O)COC(=O)Cn1c(C)csc1=O,.,.,.,-0.3%,-0.5,71,.,.,-0.4%[50 µM],-9%,.,.,
CCn1cc(C(=O)Nc2ccc(C)cc2C)c(=O)c2ccc(C)nc21,-4%,i,-7,-0.4%,0.6,38,-15,-2,.,.,?,6%,
Cc1cccc(OCc2nnc(SCC(=O)O)n2Cc2ccccc2)c1,3%,i,2,0.2%,-1.9,60,-7,-2,0.2%,3%,-3%,9%,
Cc1ccc(Sc2cnccc2C#N)cc1,-11%,.,.,1.2%,0.2,56,.,.,-0.3%,-7%,12%,5%,
Cc1nccn1CCCNCc1c(C(=O)N2CCCCCCC2)nc2ccc(Cl)cn12,-6%,i,25,-1.8%,-0.3,60,-3,14,6.0%,-13%,3%,-4%,
CC(=O)Nc1ccc(NC(=O)CN2CCCC(C)C2)c(Cl)c1 (stereo not given),-3%,i,4,1.1%,-1.2,40,6,8,0.2%,-12%,6%,3%,
CC1(C)CC(NC(=O)COc2ccccc2Cl)CC(C)(C)N1,-4%,i,3,0.5%,-0.8,90,13,9,0.8%,-1%,32%,-12%,
CC1Oc2ccccc2N(CC(=O)N2CCCCC2)C1=O (stereo not given),-13%,.,.,1.5%,3.1,57,.,.,0.0%,7%,3%,12%,
O=C1c2ccccc2C(=O)N1CCOCCN1C(=O)c2ccccc2C1=O,-14%,i,10,1.8%,-0.4,39,-14,-14,2.0%,4%,0%,-1%,
O=C(CSc1nc2ccccc2c(=O)[nH]1)c1ccc(O)cc1O,6%,i,-1,.,.,.,-24,-3,-0.3%,3%,0%,3%,
S=C(NCc1ccccc1)N1CCN(Cc2ccc3c(c2)OCO3)CC1,-3%,i,-14,-1.6%,-0.4,49,60*,40*,-1.8%,-7%,-12%,1%,
CCOC(=O)c1c(-c2cccc([N+](=O)[O-])c2)csc1NC(=O)CCCOc1ccccc1,-3%,i,-10,0.7%,.,.,-7,2,-2.0%,-8%,0%,-10%,
O=C(CN(C(=O)CCC(=O)Nc1ccccn1)c1ccc2c(c1)OCCO2)NCCc1ccccc1,-4%,.,.,-0.4%,-0.5,65,-9,-4,0.9%,1%,-4%,-15%,
Cc1ccccc1N1CCN(Cc2ccc(Br)o2)CC1,-16%,.,.,0.7%,3.3,49,.,.,-0.9%,-2%,1%,-4%,
O=C1/C(=C\c2ccncc2)CCc2ccccc21,.,.,.,3.2%,5.6,86,.,.,-0.4%,-15%,.,.,
CC1CCCCN1S(=O)(=O)c1ccc(C(=O)Nc2ccccc2-c2nc3ccccc3s2)cc1 (stereo not given),-7%,i,7,0.2%,4.0,71,-8,-8,0.4%,-1%,8%,9%,
O=C1NCCCC1C(=O)N/N=C/c1cc([N+](=O)[O-])ccc1O (stereo not given),-1%,.,.,0.1%,1.1,61,.,.,0.1%,-5%,5%,-9%,
O=C(NCCC(c1ccccc1)c1ccccc1)c1ccc(Br)o1,2%,i,-5,6.4%,-3.7,80,35,16,1.6%,-7%,6%,0%,
O=C(NCCCNC(=O)c1ccco1)c1ccc(Cl)c(Cl)c1,-8%,.,.,1.3%,0.8,54,.,.,-0.2%,-2%,1%,-4%,
COc1ccc(C2C(C(=O)NCCN(C)C)c3cc(OC)c(OC)cc3C(=O)N2C)cc1OC (stereo not given),1%,i,-7,0.8%,0.4,86,9,0,0.8%,-2%,18%,3%,
Cc1ccc(C(=O)Nc2cccnc2)cc1NC(=O)c1ccco1,-5%,i,-37,1.9%,-0.9,52,-11,-1,0.6%,3%,1%,-8%,
O=C(NCc1ccccc1)c1ccc(NC(=O)C2CCCO2)cc1 (stereo not given),-10%,.,.,0.3%,-0.4,59,.,.,1.1%,2%,2%,17%,
Cc1ccccc1NC(=O)c1ccccc1N(C)S(=O)(=O)c1ccccc1,.,.,.,3.6%,-0.2,71,.,.,0.5%,9%,.,.,
O=C1c2ccccc2S(=O)(=O)N1CC(O)COc1ccc(Br)cc1 (stereo not given),-8%,i,-13,1.8%,2.1,77,12,9,-3.3%,-1%,-2%,-1%,
Cc1ccc(C2CC(c3cccs3)n3nc(N)nc3N2)cc1 (stereo not given),1%,i,0,3.3%,-1.8,92,-2,-2,-0.2%,0%,-10%,10%,
Cc1ncc(CN2CCC(C(=O)Nc3ccc(-n4cccn4)cc3)CC2)s1,-14%,.,.,0.6%,-0.7,60,.,.,-0.1%,1%,6%,-3%,
Cc1cc(C(=O)Nc2nc3c(s2)CCCC3)no1,-5%,i,13,0.0%,-3.6,80,21,18,0.8%,-10%,-8%,4%,NS5 inhibitors pilot replicate=3.0
CC(C)(C)c1ccc(NC(=O)Nc2ccc(OCC(=O)N3CCOCC3)cc2)cc1,-2%,i,7,?,3.6,67,10,-2,-0.1%,-4%,-7%,3%,
N#Cc1ccc(COC(=O)CSc2nnc(C3CCCCC3)n2N)cc1,-10%,i,4,0.3%,0.4,74,-3,3,0.0%,1%,-2%,-8%,
COc1ccc(-c2csc(N(CCCN(C)C)C(=O)c3ccccc3F)n2)cc1,-3%,.,.,-1.4%,1.1,73,.,.,0.7%,-5%,3%,3%,
O=C(NC1CC1)C1CCN(C2CCN(C(=O)c3ccc(C(F)(F)F)cc3)CC2)CC1,-7%,.,.,-0.7%,1.3,55,.,.,-0.1%,-10%,12%,7%,
CCOC(=O)c1ccc2ncc(C(=O)OCC)c(Nc3ccc(N4CCOCC4)cc3)c2c1,7%,i,-15,18%,23,48,34,-3,6.6%,-3%,-16%,2%,

# High-throughput results (PubChem)
